LEDGF integ inh: blocks HIV-1 LEDGF/p75-dependent DNA integration; TR-FRET IN-LEDGF/p75 DNA integration, Eu/Cy5; inhibition, % at 3.7 µM; 370,000 tested, 0.64% active; AID 743269;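 active = inhibition above the screen-wide mean plus 3 SD, cut at about 13% in these data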;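 note: signal is the Cy5 over europium emission ratio at 671 and 618 nm; 0% = plate median of compound wells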
MBD2 inh: MBD2-methylated oligo binding inhibition | inhibition, % at 4.4 µM | Q9UBB5 | 370,000 tested, 0.31% active | AID 686964 | TR-FRET, MBD2 binding to methylated oligonucleotide; in the data active = inhibition above about 13%
Target sequence (Q9UBB5 whole entry, looked up): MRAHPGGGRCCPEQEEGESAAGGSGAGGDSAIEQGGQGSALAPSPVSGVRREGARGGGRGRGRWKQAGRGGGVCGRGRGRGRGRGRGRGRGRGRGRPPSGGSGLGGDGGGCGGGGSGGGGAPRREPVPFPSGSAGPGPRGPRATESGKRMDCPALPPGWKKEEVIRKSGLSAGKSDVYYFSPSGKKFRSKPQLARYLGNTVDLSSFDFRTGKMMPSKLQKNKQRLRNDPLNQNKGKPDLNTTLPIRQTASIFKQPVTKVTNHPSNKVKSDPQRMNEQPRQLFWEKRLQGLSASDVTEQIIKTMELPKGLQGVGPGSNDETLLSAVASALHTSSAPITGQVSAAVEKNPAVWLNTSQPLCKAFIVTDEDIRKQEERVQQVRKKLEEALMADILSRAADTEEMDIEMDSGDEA
TDP2 absorb: TDP2 (human) inhibition, absorbance primary screen; O95551; recombinant TDP2, T5PNP hydrolysis, p-nitrophenol absorbance 415 nm; inhibition, % at 12.8 µM; 370,000 tested, 0.34% active; AID 720702;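 active = inhibition above the mean of all tested compounds plus 3 SD, set per campaign, cut at about 25% in these data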;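 note: 0% = DMSO with enzyme and 100% = buffer with substrate but no TDP2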
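System – recombinant human TDP2 · Amount – 120 nM TDP2 per well · Buffer or medium – Mg2+-containing Tris-HCl buffer, pH 7.5 · Reagent – T5PNP substrate, 5 mM · Dosing – 12.8 µM single point, 1% DMSO · Incubation – 2 h at 37 °C · Measured by – epi absorbance · Read-out basis – percent inhibition · Benchmarks – high control without enzyme, low control DMSO plus TDP2 · Repeats – singlicate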
TCR CD3 inh: human TCR-CD3 binding inhibition; TAMRA-labeled TCR probe fluorescence, biochemical; inhibition, % at 9.4 µM; 360,000 tested, 0.37% active; AID 651800; in the data active = inhibition above about 19%;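 note: recombinant mutant TCR 2C K166C tagged with TAMRA read by polarization; 0% = receptor in buffer alone and 100% = receptor with positive control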
PRMT1 FP inh: PRMT1 (human) inhibition, primary screen; inhibition, % at 2.79 µM; AID 652257; Q99873; 370,000 tested, 1.3% active; recombinant PRMT1, activity-based probe fluorescence polarization;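 active = inhibition above about 21% made by adding two undisclosed values, limit read from the data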
Target sequence (Q99873 whole entry, looked up): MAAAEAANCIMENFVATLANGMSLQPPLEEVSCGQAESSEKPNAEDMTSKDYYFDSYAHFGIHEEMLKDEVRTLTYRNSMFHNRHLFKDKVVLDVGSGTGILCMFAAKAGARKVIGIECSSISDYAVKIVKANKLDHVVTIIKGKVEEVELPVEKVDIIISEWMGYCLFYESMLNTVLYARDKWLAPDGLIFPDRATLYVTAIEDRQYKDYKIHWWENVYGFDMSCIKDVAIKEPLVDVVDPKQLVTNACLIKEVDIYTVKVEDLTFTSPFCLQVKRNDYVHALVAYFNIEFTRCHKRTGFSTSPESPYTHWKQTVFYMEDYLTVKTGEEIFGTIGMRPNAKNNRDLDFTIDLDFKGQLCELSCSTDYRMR
SIAE primary: inhibitors of human sialic acid acetylesterase SIAE; SIAE FP-Rh probe binding, fluorescence polarization; Q9HAT2; inhibition, % at 9.66 µM; 370,000 tested, 0.69% active;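 active = inhibition above a cutoff: mean of compounds within the control limits plus 3 SD of those, cut at about 17% in these data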;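 note: 0% = plate median of compound wells and 100% = probe without SIAE protein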
NPR2 activator: GC-B (human) receptor activation. HEK293-GC-B cells, CNP EC30, cGMP TR-FRET; 0% at EC30 CNP, 100% saturating CNP. 370,000 tested, 0.11% active. activation, % at 10 µM. AID 1920062;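 active = activation at 10 µM reaching about 35% in either raw or pattern-adjusted values, limit read from the data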
HTRA1 inhibitor: blocks human HTRA1 serine peptidase; 340,000 tested, 0.5% active; Q92743; recombinant HTRA1, FP-rhodamine activity-based probe, fluorescence polarization; inhibition, % at 5.96 µM; in the data active = inhibition above about 36%;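 note: 0% = enzyme with DMSO and 100% = wells lacking enzyme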
rCAG RNA binder: molecules binding r(CAG) RNA repeats; inhibition, % at 3 µM; r(CAG) RNA repeat, TO-PRO-1 dye displacement fluorescence; AID 651821; 370,000 tested, 1.3% active;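 active = inhibition above the plate cutoff, the mean of all test compounds on that plate plus 3 SD, cut at about 35% in these data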;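 note: 0% = DMSO alone and 100% = 100 µM mitoxantrone as full dye displacement; higher means more dye released from RNA so lower well fluorescence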
ABHD4 inh: inhibitors of mouse ABHD4. 370,000 tested, 0.54% active. purified mABHD4, FP-Rh probe fluorescence polarization. inhibition, % at 8.92 µM;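 active = inhibition exceeding the mean over every tested compound plus 3 SD, cut at about 30% in these data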;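 note: 0% = plate median of compound wells and 100% = S159A mutant with DMSO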
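Assay system: wild-type mouse ABHD4 protein; compound: single nominal dose of 8.92 µM, 0.89% DMSO final; schedule: 45 min + 60 min at 25 °C; measured by: FP readout, ex 525 nm / em 598 nm; evaluation: % inhibition of FP-Rh probe binding versus controls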
* = called active by the depositor; x = no result given; & = joins results of further samples. A portion of the library, so the mix of outcomes need not match the whole.

SMILES	LEDGF integ inh	MBD2 inh	TDP2 absorb	TCR CD3 inh	PRMT1 FP inh	SIAE primary	NPR2 activator	HTRA1 inhibitor	rCAG RNA binder	ABHD4 inh
CN(C(=O)CC1C(=O)NCCN1Cc1c(F)cccc1Cl)C1CCOCC1 (stereo not given)	3	-5	17	-2	0	2	6	0	0	0
CC1(C)COCN1C(=O)c1ccc(Cl)c(Cl)c1	-4	-9	8	9	0	3	4	0	-4	-1
CC(C)(C)OC(=O)N1CCCC(C(=O)Nc2cccc(C(=O)N3CCCC3)c2)C1 (stereo not given)	-1	-1	5	3	-1	3	2	0	-8	6
CC(=O)C1=C(C)N(Cc2ccccc2)C(=O)N[C@H]1c1cccc(F)c1	1	4	2	0	0	6	5	-1	-1	9
COc1ccc2c(Cl)c(C(=O)NC3CCS(=O)(=O)C3)sc2c1 (stereo not given)	-6	2	0	2	1	-3	-4	-2	2	0
CSc1nnc(-c2ccccc2Cl)n1N	-4	2	-4	6	0	-4	3	1	1	-3
N#CCSc1nc(-c2ccccc2)nc2ccccc12	-1	-1	7	4	-3	11	4	-11	1	-5
CC(=O)NC1=CC(=C[N+](=O)[O-])C=C1O	2	-7	-6	-7	3	3	-5	2	0	-2
Cc1ccc(C)n1-c1ccc(-c2nnc3n2CCCCC3)s1	3	0	-8	7	9	3	1	8	7	14
COC(=O)Cn1ncc2c3ccccc3n(C)c2c1=O	-1	3	2	5	-2	0	0	1	2	3
CCOCCCn1c(=NC(C)=O)c(C(=O)OCC)cc2c(=O)n3ccccc3nc21	-2	1	-1	2	1	3	-1	0&8	1	3
Cc1cc(C(=O)Nc2ccc(N3CCCCC3)cc2)no1	-1	-1	6	-1	-1	6	3	1	-4	6
Cc1ccc(-c2nc(CN3CCCCC3c3cccc(F)c3)c(C)o2)o1 (stereo not given)	3	-1	5	0	-2	0	-2	-20	-2	0
CC(C)C(=O)N1CC(=O)Nc2ccc(F)cc2C1c1ccc(F)cc1 (stereo not given)	3	-1	-7	-1	-4	2	-1	-2	-4	-1
CC1(C(=O)Nc2ccc3c(c2)OCO3)CCN1C(=O)CC1CC1 (stereo not given)	-1	-5	8	6	-2	0	-2	x	2	1

The last five records of the section above come first, to join the parts:
SMILES	LEDGF integ inh	MBD2 inh	TDP2 absorb	TCR CD3 inh	PRMT1 FP inh	SIAE primary	NPR2 activator	HTRA1 inhibitor	rCAG RNA binder	ABHD4 inh
CCOCCCn1c(=NC(C)=O)c(C(=O)OCC)cc2c(=O)n3ccccc3nc21	-2	1	-1	2	1	3	-1	0&8	1	3
Cc1cc(C(=O)Nc2ccc(N3CCCCC3)cc2)no1	-1	-1	6	-1	-1	6	3	1	-4	6
Cc1ccc(-c2nc(CN3CCCCC3c3cccc(F)c3)c(C)o2)o1 (stereo not given)	3	-1	5	0	-2	0	-2	-20	-2	0
CC(C)C(=O)N1CC(=O)Nc2ccc(F)cc2C1c1ccc(F)cc1 (stereo not given)	3	-1	-7	-1	-4	2	-1	-2	-4	-1
CC1(C(=O)Nc2ccc3c(c2)OCO3)CCN1C(=O)CC1CC1 (stereo not given)	-1	-5	8	6	-2	0	-2	x	2	1
Cc1cc(C)cc(NC(=O)N2CCC(NC(=O)c3ccccc3C)CC2)c1	0	-1	0	-3	-1	0	4	7	-3	2
CCOC(=O)C1CCCN(S(=O)(=O)c2cn(C)c(=O)n(C)c2=O)C1 (stereo not given)	4	-5	3	3	-2	-4	0	2	0	-1
Cc1ccc(-c2csc(NC(=O)CCCc3cccs3)n2)cc1	-2	4	8	2	0	-4	-7	0	2	0
CCC1CCCCN1CCCNC(=O)CC1Oc2ccc(C)cc2NC1=O (stereo not given)	-2	-5	-4	7	-3	-2	3	5	4	-1
NC(=O)c1c(NC(=O)c2ccco2)sc2c1CCC2	-2	-2	4	-5	1	-5	-5	1	5	2
N/C(=N\c1nc2c(c(=O)[nH]1)CCCC2)Nc1ccc(Oc2ccccc2)cc1	-2	-2	-4	3	0	5	0	2	5	7
O=C1CC(C(=O)Nc2ccc(F)cc2)n2cnnc2N1 (stereo not given)	-5	4	-7	-1	-1	-9	1	3	0	-1
Cc1ccc(S(=O)(=O)N2CCCCC2CCNC(=O)C(=O)Nc2ccccc2F)cc1 (stereo not given)	1	-4	8	-4	0	-5	2	-10	-3	0
CCc1c2c3n4c1CCC[C@@H]4C[C@@H]3O[Si](C(C)C)(C(C)C)OC(C)C2=O (stereo not given in full)	-1	5	6	x	-3	9	-8	x	x	8
Cc1cc(Br)ccc1NC(=O)C(C)c1ccc([N+](=O)[O-])cc1 (stereo not given)	4	0	-3	4	0	2	-11	-11	7	1
Cc1cc(C(=O)N(NC(=O)C(C)C)c2ccccc2)cs1	4	5	-4	-3	-6	4	-1	-1	-2	0
Cc1cc(C)nc(OC(=O)c2c(Cl)cc(Cl)cc2Cl)n1	1	0	-11	1	-2	-2	-3	-5	-4	8
O=C(CCc1nc(-c2ccccc2)no1)Nc1cccc(C(=O)NC2CC2)c1	-6	0	-4	-6	1	0	1	3	2	-3
Cc1ccc(NS(=O)(=O)c2cccc(C(=O)N/N=C/c3c(C)nn(-c4ccccc4)c3N3CCCC3)c2)c(C)c1	-2	0	-3	5	2	15	11	-17	16	10
O=C(NCc1ccc(-c2nc3ccccc3s2)cc1)c1ccc(Br)o1	-2	0	-17	1	-3	-24	-8	-7	5	-16
Cc1ccnc(N2CCCC(C(=O)Nc3cc(F)ccc3C)C2)n1 (stereo not given)	-3	1	10	-6	1	1	-3	-2	-2	6
C=CCN1C=CC=C/C1=C1\SC(=S)N(C)C1=O	2	-11	5	6	0	7	2	x	-1	-5
C=CCC1C=C(C)CC(CC=C)N1 (stereo not given)	5	0	0	-1	2	-4	-2	2	-4	-8
COc1ccc(CNC(=O)C2CCCN(S(=O)(=O)c3cccc4nsnc34)C2)cc1 (stereo not given)	-1	0	14	6	-1	-5	1	-2	-1	6
CCCC(C)NC1=NCCCCC1 (stereo not given)	1	6	-7	-4	5	-2	-3	1	-5	-15
CC1CCCN(S(=O)(=O)c2ccc3[nH]c4c(c3c2)CCCC4)C1 (stereo not given)	-1	-5	7	9	-3	4	-1	-30	11	-6
COc1ccc(CN2CC(C(=O)NCCCN3CCCCC3)CC2=O)cc1 (stereo not given)	-1	5	-18	2	-6	2	0	2	2	-7
O=C(CSc1n[nH]c(-c2cccnc2)n1)Nc1ccc(Cl)cc1	1	-1	7	-2	-1	-5	-2	-8	3	-2
COc1ccc(-c2noc(CCC(=O)N3CCN(c4cccc(Cl)c4)CC3)n2)cc1	-5	0	-1	-4	4	2	-4	-7	3	1
Cc1ccc2nc(NC(=O)C3CCN(S(=O)(=O)c4cnc[nH]4)CC3)sc2c1	6	-7	1	6	0	-3	-1	-5	9	1
CCCCCCCC(=O)OCC(=O)[C@@]1(O)CC[C@H]2[C@@H]3CCC4=CC(=O)CC[C@]4(C)[C@H]3[C@@H](O)C[C@@]21C	-3	-2	0	5	-3	-35	7	-35	8	-20
O=C(c1ccc(Br)cc1)C(CN1CCOCC1)c1ccccc1 (stereo not given)	-1	-3	2	2	14	-2	-20	-31	1	2
CCOC(=O)c1cccc(N2CC3CNC(=O)C2(C(=O)OC)N3C)c1 (stereo not given)	-5	-2	3	1	1	10	3	2	-5	-2
CN1CCN(Cc2cn(C)nc2-c2ccccc2F)CC1c1ccccc1 (stereo not given)	-1	1	3	1	1	13	0	5	-5	0
C/C(=N/NC(=O)c1ccco1)c1cccc(NC(=O)c2ccc(C)o2)c1	0	-2	5	8	4	4	-6	-6	0	3
COc1cccc(C2C(C#N)=C(N)Oc3cc(C)[nH]c(=O)c32)c1OC (stereo not given)	0	-4	-1	2	0	3	3	-6	1	8
Cc1noc(C)c1S(=O)(=O)N(C)Cc1ccccc1	1	-7	8	7	1	2	-3	5	-3	5
O=S(=O)(c1ccc(Cl)nc1)N1CCC(Cc2ccccc2)CC1	3	-2	-5	2	-2	-2	-2	11	0	-3
CC(C)CN(C(=O)C1CCCO1)C1CCS(=O)(=O)C1 (stereo not given)	3	0	-1	6	-5	-2	1	0	1	2
O=S1(=O)c2ccc(Br)cc2N2CCC[C@@H]2CN1Cc1ccc(Cl)cc1	-4	0	-3	-4	3	-6	-1	-28	7	-20
C[C@H](CO)N1C[C@H](C)[C@@H](CN(C)S(=O)(=O)c2cccs2)Oc2ccc(NC(=O)Nc3ccc4c(c3)OCO4)cc2C1=O	-3	-2	-7	-4	2	14	-4	10	11	-1
Cc1ccc(NC(=O)C(=O)NCC2CCCN2S(=O)(=O)c2cccs2)cc1C (stereo not given)	-1	-2	-8	4	2	-8	7	-21	1	-4
CCOC(=O)c1cc(C)nc(S(C)(=O)=O)c1C#N	-2	-2	-4	-7	-1	-2	-2	-1	-3	3
COc1ccc(NS(=O)(=O)c2cc(NC(=O)c3cccc(OCc4c(C)noc4C)c3)ccc2OC)cc1	-2	6	2	6	0	-48	1	-59	13	-46
COc1cc(OC)c2c(-c3cccc(-c4ccc(OC)c(F)c4)c3)cc(=O)oc2c1	-1	-3	9	-5	0	-10	-3	-43	7	0
O=C(O)c1ccccc1OCCOCCOc1ccccc1C(=O)O	4	-1	3	-2	-1	-3	3	3	0	-2
Cc1ccccc1/C=N/NC(=O)CSc1nc2ccccc2o1	0	1	-6	4	2	-3	-1	9	0	6
Cc1ccc(Sc2c(C=O)c3ccccc3n2C)cc1	-1	-2	9	6	1	4	8	-34	0	-6
Cc1ccc(S(=O)(=O)N2CCOCC2)cc1C(=O)NCc1cn2ccsc2n1	1	1	-2	-5	4	2	0	-12	-1	0
Cc1nn(-c2ccccc2)cc1/C=N/O	-2	2	5	-5	3	2	12	-2	-1	3
O=C(Oc1ccccc1)c1ccc(NC(=O)c2ccco2)cc1	-2	-2	-6	12	24*	-2	-4	-12	6	-18
COC(=O)c1ccc(COC(=O)CNC(=O)c2cccc(OC)c2)o1	0	-1	-13	2	1	-8	11	0	3	-2
CCOC(=O)c1cc(=O)nc(N)s1	-1	1	2	2	-5	-5	3	-2	1	4
O=C(c1cc(COc2ccc(F)cc2Cl)on1)N1CCCC(OCc2cccnc2)C1 (stereo not given)	0	1	-6	4	10	0	5	-4	-6	-4
C[C@H]1CN([C@@H](C)CO)S(=O)(=O)c2ccc(C#Cc3ccccn3)cc2O[C@H]1CN(C)Cc1ccc(F)cc1	-3	1	2	-4	2	5	9	-10	4	-1
COc1ccc(S(=O)(=O)N2CCCCC2c2cc(C(=O)Nc3ccccc3)no2)cc1 (stereo not given)	3	0	-15	-5	-4	2	7	x	4	-13
CC(C)[C@@H](CO)NC(=O)c1ccc2c3n(nc2c1)-c1ccc(Cl)cc1CO3	3	-2	8	-4	3	3	15	-1	3	12
CCc1nnc(NC(=O)CCC(=O)NCc2ccccc2OC)s1	2	-2	1	0	-3	-2	2	0	-3	0
COc1ccc(S(=O)(=O)N2CCCCCC2)cc1NS(=O)(=O)c1cc(C(=O)O)cc(C)c1C	0	2	-13	-10	8	1	-4	0	47*	-17
